Assay outcomes (PubChem BioAssay)
OXTR agonist: human OXTR agonism. P30559. CHO-OTR cells, Fluo-8 calcium fluorescence; normalized: DMSO 0%, oxytocin 100%. activation, % at 3 µM. 320,000 tested, 0.32% active;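 active = activation above the mean of all tested compounds plus 3 SD, cutoff set per screening run, cut at about 20% in these data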;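 note: peak over basal fluorescence ratio from a 100 s FLIPR kinetic read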
V1aR counter: counter-screen for oxytocin receptor agonists: human V1a receptor agonists. P37288. CHO-V1R cells, Fluo-8 calcium fluorescence, agonist mode; 0% DMSO, 100% 3 nM vasopressin. activation, % at 3 µM. 320,000 tested, 0.25% active. AID 2797;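 active = activation above the mean activation of all tested compounds plus 3 SD, per screening run, cut at about 20% in these data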;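 note: signal is peak over basal fluorescence ratio across a 100 second FLIPR read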
Target sequence (P37288 whole entry, looked up): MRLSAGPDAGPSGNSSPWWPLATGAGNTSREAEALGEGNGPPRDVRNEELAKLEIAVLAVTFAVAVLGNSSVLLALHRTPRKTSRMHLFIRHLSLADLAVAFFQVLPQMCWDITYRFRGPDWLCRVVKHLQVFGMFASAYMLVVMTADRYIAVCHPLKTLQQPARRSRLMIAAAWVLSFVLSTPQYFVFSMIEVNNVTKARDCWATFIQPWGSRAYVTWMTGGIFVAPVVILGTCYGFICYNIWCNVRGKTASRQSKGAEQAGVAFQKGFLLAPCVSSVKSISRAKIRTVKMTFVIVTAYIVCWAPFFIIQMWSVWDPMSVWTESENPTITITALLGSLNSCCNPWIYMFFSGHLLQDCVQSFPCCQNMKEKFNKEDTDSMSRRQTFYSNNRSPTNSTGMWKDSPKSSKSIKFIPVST
TAAR1 antag: antagonists of human TAAR1 | CHO RD-HGA16 TAAR1, Fluo-8 calcium fluorescence, antagonist | inhibition, % at 3 µM | 360,000 tested, 1.5% active | AID 624466;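 active = inhibition above a per-plate cutoff, the mean inhibition of test compounds on that plate plus 3 SD, cut at about 49% in these data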;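 note: 0% = DMSO plus EC80 beta-PEA response and 100% = DMSO alone without agonist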
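System: CHO RD-HGA16 cells bearing hTAAR1. Reagent: EC80 β-phenethylamine stimulus. Schedule: seeding 17-24 h prior, 75-min 37 °C, 30-min RT dye loading. Signal: Fluo-8 intracellular calcium dye fluorescence, real-time kinetic reads. Read-out: % inhibition from peak post-agonist over basal fluorescence ratio. Benchmarks: vehicle wells and EC80 agonist wells. Replicates: n of 1.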
CHO parental Ca: counter-screen for OX1R antagonists: effect in parental CHO cells; parental CHO-K1, ATP-induced calcium, Fluo-8 fluorescence; inhibition, % at 5.6 µM; 330,000 tested, 0.63% active; AID 463079;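 active = inhibition above that plate's mean sample inhibition plus 3 SD, cut at about 26% in these data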;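 note: 0% = ATP-challenged DMSO wells and 100% = DMSO wells without ATP; some compounds past the cut are filed as inactive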
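Test system: untransfected parental CHO cell line; also added: ATP stimulus; dosing: 5.6 µM, single dose; signal: calcium-sensitive Fluo-8 fluorescence; measure: percent inhibition of ATP-evoked calcium rise, normalized to controls; benchmarks: low control ATP plus DMSO, high control DMSO only; replication: one well per compound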
OXTR potentiator: potentiates the human oxytocin receptor response. P30559. 320,000 tested, 0.061% active. AID 2445. CHO-OTR cells, Fluo-8 calcium fluorescence, potentiator mode; 0% = oxytocin EC15, 100% = EC100. activation, % at 3 µM;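 active = activation above that plate's cutoff, the mean activation of tested compounds plus 3 SD, cut at about 6.6% in these data, passing the limit was not always enough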;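 note: 100% uses oxytocin at 75 nM as the full agonist control; some results filed as inactive read as strong as hits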
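Assay system: CHO-OTR cells, human receptor / Also added: oxytocin at about EC15, sub-maximal agonist stimulus / Dosing: single dose, 3.0 µM nominal final compound concentration / Incubation: 6 min pre-incubation, 100 s read / Technique: Fluo-8 calcium dye fluorescence / Read-out: % activation vs EC15 and EC100 oxytocin / Benchmarks: EC15 oxytocin low, 75 nM oxytocin high / Replicates: singlicate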
TAAR1 agonist: human TAAR1 agonism | Q96RJ0 | CHO RD-HGA16 TAAR1, Fluo-8 calcium fluorescence; vehicle wells 0%, saturating PEA agonist 100% | activation, % at 3 µM | 360,000 tested, 0.99% active | AID 624467;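 active = activation above the mean activation of all test compounds in the run plus 3 SD, cut at about 38% in these data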
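Repeats: no replicates (n 1) | Material: CHO-derived RD-HGA16 cells with stable Gα16 and human TAAR1 | Technique: Kinetic Fluo-8 calcium fluorescence | Schedule: 17-24 h seeding, 75 min 37 °C dye, 30 min RT | Evaluation: % activation from peak over basal fluorescence ratio, DMSO-to-PEA scaled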
M1 PAM: potentiates human M1 receptor response to acetylcholine. P11229. CHO-K1 hM1, Fluo-8 calcium fluorescence, ACh EC20; 0% = ACh EC20, 100% = maximal ACh. activation, % at 3 µM. 360,000 tested, 0.088% active; in the data active = activation above about 19%, passing the limit was not always enough
Target sequence (P11229 whole entry, looked up): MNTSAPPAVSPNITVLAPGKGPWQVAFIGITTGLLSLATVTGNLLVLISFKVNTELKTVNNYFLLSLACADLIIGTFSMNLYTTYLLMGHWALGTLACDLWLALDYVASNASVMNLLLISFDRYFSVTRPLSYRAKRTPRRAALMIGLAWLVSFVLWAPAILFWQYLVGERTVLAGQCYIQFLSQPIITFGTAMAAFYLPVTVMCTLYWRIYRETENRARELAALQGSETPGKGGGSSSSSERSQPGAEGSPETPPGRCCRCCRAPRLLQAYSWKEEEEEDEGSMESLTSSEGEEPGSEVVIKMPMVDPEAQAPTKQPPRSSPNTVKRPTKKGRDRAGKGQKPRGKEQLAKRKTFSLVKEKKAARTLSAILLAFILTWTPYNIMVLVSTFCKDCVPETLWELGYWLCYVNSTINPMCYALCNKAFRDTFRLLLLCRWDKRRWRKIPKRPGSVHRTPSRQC
CHRM1 antagonist: blocks human M1 muscarinic receptor; inhibition, % at 3 µM; CHO-K1 hM1, Fluo-8 calcium fluorescence, ACh EC80 antagonist; 360,000 tested, 1.3% active; AID 588852;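 active = percent inhibition above its own plate's cutoff, namely the mean of that plate's compound wells plus 3 SD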;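 note: peak over basal fluorescence ratio during 140 s after agonist addition; 0% = ACh EC80 plus DMSO and 100% = DMSO alone without agonist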
M1 ag: activates human CHRM1 receptor; P11229; CHO-K1 hM1, Fluo-8 calcium fluorescence, agonist mode; 0% DMSO, 100% acetylcholine EC100; 360,000 tested, 0.33% active; AID 588814; activation, % at 3 µM;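 active = activation above the run's mean compound activation plus 3 SD, cut at about 16% in these data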;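 note: peak over basal fluorescence ratio within a 140 s kinetic read after compound addition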
* marks the source's active call; other numbers are inactive results; · = no result given. Not a hit list. About 3.7% of those tested had a hit in this group.

Compound	M1 PAM	OXTR potentiator	OXTR agonist	V1aR counter	TAAR1 antag	CHO parental Ca	CHRM1 antagonist	M1 ag	TAAR1 agonist
CC(=O)Oc1cccc(/C=c2\sc3nc(-c4ccco4)nn3c2=O)c1	4	-1	0.8	1.2	-2	-8	-1	-3	3
CC(OC(=O)Cc1ccc(Cl)cc1)C(=O)NCCC1=CCCCC1 (stereo not given)	-6	-4	-2.5	-1.2	3	-20	11	-5	4
Cc1ccc(C(=O)NC2CC(=O)N(c3ccc4c(c3)OCCO4)C2)cc1[N+](=O)[O-] (stereo not given)	4	-7	-0.6	0.1	12	-7	-2	-5	3
CCOC(=O)C(=O)N(C)c1c(CC)nc2c(OCc3cccc(OC)c3)cccn12	6	·	·	·	-6	·	-4	-6	-1
COc1ccc(NC(=O)c2cn(C)c(=O)c3cc(OC)c(OC)cc23)c(OC)c1	2	-3	-0.8	0.0	-3	-14	-6	-5	1
Fc1ccc(/C=N/Nc2nc3ccccc3[nH]2)cc1F	4	2	-0.8	0.1	3	-13	3	-5	4
Cc1nc2ccccc2nc1N1CCCC1	13	-10	-1.1	-0.6	-40	-22	-17	-3	0
CCc1ccc(NS(=O)(=O)c2ccc3oc(=O)ccc3c2)cc1	-2	-9	2.4	5.2	1	-12	-9	3	9
O=NN(C(=O)NCc1cccnc1)C1CCCCC1	-4	·	·	·	-22	·	3	-5	1
Cc1ccc(-c2c(C)sc3nc(CN4CCN(CC(=O)NC5CC5)CC4)[nH]c(=O)c23)cc1	6	2	-1.2	-0.1	-30	-28	-6	-3	-3
O=c1cc(NCc2ccco2)[nH]c(=O)n1-c1ccc(Br)cc1	6	2	-0.3	0.0	-1	-1	1	-4	4
COc1ccccc1N1CCN(C(=O)CCCn2c(=O)[nH]c3ccsc3c2=O)CC1	1	-2	-0.4	0.2	-1	-17	-5	1	5
COc1cccc(C(=O)Nc2cc(C)ccc2NC(=O)COc2ccccc2)c1	-17	-8	-1.4	-0.3	29	-30	48*	-10	13
Cc1c(CCOC(=O)C23CC4(C)CC(C)(CC(C)(C4)C2)C3)sc[n+]1CC(=O)c1ccccc1	-24	-5	-0.9	-0.4	-3	-16	32*	-9	0
CN(CC1CCCN(CCc2ccccc2F)C1)C(=O)c1cc2ccccc2o1 (stereo not given)	-31	·	·	·	-13	·	96*	-9	-1
COc1ccccc1N1CCN(CCCNC(=O)C2CCCN(c3ncnc4c3nc3n4CCCCC3)C2)CC1 (stereo not given)	-13	-7	-1.7	-0.8	-11	3	17	-4	5
COC(=O)c1cnc(NNC(=O)c2ccc([N+](=O)[O-])cc2)nc1C(F)(F)F	2	0	3.0	4.1	-2	-14	-4	-2	6
Cc1cc(=O)oc(C)c1C(=O)Nc1cnc2ccccc2c1	1	4	1.8	1.7	18	-9	3	-1	4
O=C1C2C3C=CC(C3)C2C(=O)N1CNc1ccccn1 (stereo not given)	7	-3	0.7	0.8	13	12	-8	0	2
CNC(=O)CCCCC(=O)N/N=C/c1ccc(Cl)cc1Cl	6	-1	-1.9	-0.5	-32	-18	-21	-2	-1
Nc1nc(SCC(=O)N2N=C(c3ccc(Cl)cc3)CC2c2ccco2)n[nH]1 (stereo not given)	5	-2	-0.4	-0.9	-20	-17	-6	-5	-1
COc1ccc(NC(=O)C2COc3ccccc3O2)cc1 (stereo not given)	-6	-13	-1.6	-0.5	4	-3	13	-3	1
COc1cc(OC)cc(C(=O)N2CCN(c3ncccn3)CC2)c1	9	-10	-0.7	-0.3	-15	-8	-8	-4	3
CC(C)(C)CC(=O)OCC(=O)Nc1cc(C(C)(C)C)nn1-c1ccccc1	3	2	-1.8	-1.7	5	-7	-2	-7	7
COc1ccc(/C(C)=N/NC(=O)CNC(=O)/C=C/c2ccccc2OC)cc1	4	-7	-0.1	0.1	-21	-6	-2	-7	0
C[n+]1cnc(-c2ccccc2)cc1-c1ccccc1	-3	0	0.3	1.6	-10	14	6	-10	1
Cc1cc(C)c2nc(NNC(=O)c3ccc(S(=O)(=O)N4CCCCC4)cc3)sc2c1	9	-6	1.4	0.5	-8	6	-15	-1	3
COc1cccc(NC(=O)C2(C)CCCN2C(=O)C(C)C)c1 (stereo not given)	2	·	·	·	-3	·	-2	-1	1
CCC(C)(C)NC(=O)CN(C(=O)c1snc(C(N)=O)c1N)c1ccc2c(c1)OCO2	5	-8	-0.7	-0.4	24	-17	-1	0	6
CCc1[nH]c(=S)c(C#N)c2c1CCCC2	15	-8	-0.9	2.6	-19	-5	-1	1	2
Cc1ccc(-c2cc(C(=O)N/N=C/c3ccccc3)n[nH]2)o1	1	-6	2.1	5.5	1	-8	6	-2	2
O=C(NCc1ccc(Cl)cc1)c1ccc(Br)o1	9	-1	-1.9	0.1	-1	-14	-6	-6	14
O=C(Cc1ccc([N+](=O)[O-])cc1)N1N=C(C2CC2)CC1(O)C(F)(F)F (stereo not given)	1	-2	3.6	4.2	-1	-8	-4	-14	15
NNC(=O)CNC(=O)C12CC3CC(CC(C3)C1)C2	-1	-8	-1.2	-0.2	-22	-19	7	-3	0
CC1=C(C(=O)OC(C)C)C(c2ccccn2)n2ncnc2N1 (stereo not given)	4	-1	-0.2	0.7	12	-8	-9	-2	0
Cc1nc(C)c(-c2ccc(SCC(=O)Nc3cccc(Cl)c3C)nn2)s1	1	-5	0.2	4.3	-17	-22	-3	-3	0
CC1(C)CC(=O)C(C(=O)c2ccccc2)C(=O)C1	7	-5	0.1	0.2	-4	14	-5	-2	0
O=C(O)c1ccccc1C(=O)NCc1ccccc1	-4	-19	-1.0	0.2	6	-11	-1	-3	7
O=C(CCC1CCCC1)NNC(=O)COc1ccc(Br)cc1	3	-7	-2.0	-1.6	-1	-12	-7	-5	5
CCCc1nn(C)c2c(=O)[nH]c(-c3cc(S(=O)(=O)Nc4ccc(NC(C)=O)cc4)ccc3OCC)nc12	9	2	1.5	0.7	12	-28	-17	-4	1
Clc1ccc(CN2CCc3c([nH]c4ccccc34)C2)cc1Cl	4	-3	-1.5	0.1	-12	15	-3	-11	34
CSc1nc(O)c(C(c2ccc(O)cc2)c2c(O)nc(SC)[nH]c2=O)c(=O)[nH]1	10	-5	0.1	0.4	-15	5	-11	0	0
CCNc1nc(NCC)nc(C(=O)OCCO)n1	9	-7	-0.4	1.9	-33	0	-14	-3	3
CC1(C(=O)NS(=O)(=O)C2CC2)CCCN(C(=O)COCc2ccccc2)C1 (stereo not given)	7	·	·	·	-3	·	-11	-3	1
CN(C)c1ncnc2c1ncn2C1CCCO1 (stereo not given)	1	·	·	·	-13	·	3	-2	2
Cc1ccccc1CN(C)C(=O)COC(=O)c1ccc2[nH]c(C)c(C)c2c1	-10	-5	1.1	0.6	38	-16	23	-2	5
O=C(NCc1ccccn1)c1cccc(S(=O)(=O)NCc2ccccc2)c1	14	-6	0.2	0.9	-18	-5	-16	-2	0
CCC(=O)Nc1c(-c2ccccc2Cl)c(=O)c2ccccc2n1C	9	-13	3.2	0.7	-15	-2	-14	-3	0
COc1ccc(Br)cc1C(=O)O	7	3	1.5	5.8	-5	-3	-7	-2	18
COC(=O)C[C@H]1C[C@@H]2c3cc(N(C)C)ccc3O[C@@H]2[C@H](CO)O1	-4	·	·	·	4	·	5	-5	3
Cc1ccc(N(CC(=O)NC(C)C)C(=O)CCC(=O)Nc2nccs2)cc1C	-3	-6	-0.6	2.3	-11	-10	16	-5	3
COc1cc(NC(=O)c2ccc3nsnc3c2)cc(OC)c1OC	-1	-6	0.0	-0.9	-11	7	3	-2	3
O=C1c2ccccc2C(=O)N1OS(=O)(=O)c1ccccc1	·	2	2.1	-0.6	·	2	·	·	·
O=[N+]([O-])c1cc(Cl)ccc1N1CCCCC1	0	-5	0.3	-0.6	7	-1	0	-6	0
N#Cc1cn(-c2ccccc2)nc1C(=O)c1ccccc1	6	-8	-2.7	-0.9	2	4	-13	-2	10
Cc1cc(Cl)c(OCCOCCN2CCNCC2)c(Cl)c1	-1	-7	0.3	5.8	-3	-3	-4	-8	0

Later entries:
Compound	M1 PAM	OXTR potentiator	OXTR agonist	V1aR counter	TAAR1 antag	CHO parental Ca	CHRM1 antagonist	M1 ag	TAAR1 agonist
N#CCSc1nc(Nc2ccc3c(c2)OCO3)c2ccccc2n1	-4	-10	-1.1	-0.4	·	-24	8	-4	·
CC(Sc1nnc(CNC(=O)c2ccco2)n1C)C(=O)Nc1nccs1 (stereo not given)	9	-7	0.3	0.2	-1	-1	-7	1	3
COc1ccc(NC(=O)CCNS(=O)(=O)c2cc(Br)cnc2N)cc1OC	-2	-7	-0.8	0.3	-3	-16	-4	-3	5
CC(Sc1cnccn1)C(=O)O (stereo not given)	-15	-3	0.3	-0.3	3	-11	28	-6	7
COc1ccc(NC(=O)N(C)C[C@@H]2OCc3cnnn3CCCC(=O)N([C@@H](C)CO)C[C@H]2C)c(OC)c1	-4	·	·	·	10	·	-3	-5	0
CCOc1cc(/C=C/c2ccc3cccc([N+](=O)[O-])c3n2)ccc1O	-3	-13	-2.1	-0.5	25	-19	15	-2	12
OC(c1cccc(Cl)c1)c1nc(/C=C/c2ccccc2)cs1 (stereo not given)	13	·	·	·	-9	·	-16	-2	0
Nc1c(C(=O)Nc2cccc(F)c2)nnn1-c1cccc(C(F)(F)F)c1	2	-6	5.4	5.3	-13	13	4	-2	31
CCN(CC)S(=O)(=O)c1ccc(C(=O)/C=C/c2ccc(-c3ccc([N+](=O)[O-])cc3)o2)cc1	5	-7	0.3	0.4	7	-18	-3	0	-2
CSc1nc2sc3c(c2c(=O)n1C)CCCC3	6	-1	-1.5	-0.5	8	-14	-11	-5	1
O=C(Nc1ccc(C(=O)N2CCOCC2)cc1)c1cccc([N+](=O)[O-])c1	4	-1	2.2	1.4	10	7	-7	-7	0
Cc1cccc(C(=O)c2cnc3ccccc3c2-c2ccccc2)c1	-4	-12	-2.1	0.6	49*	-19	11	-3	11
